# TRb-SRC2 inh = disrupts binding of human TR beta to SRC2; P10828; TRbeta-SRC2 peptide binding, fluorescence polarization; receptor liganded with 1 µM T3; Potency, µM (doses to about 106 µM), inactives show top-dose activity change, negative = inhibition, usual class: inhibitors; hit rate 0.065% among 280,000;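 further: plate controls were bound peptide for no effect and peptide without receptor for full effect; nearly all actives have a fitted effect of over 50% in size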
# Target sequence (P10828 whole entry, looked up): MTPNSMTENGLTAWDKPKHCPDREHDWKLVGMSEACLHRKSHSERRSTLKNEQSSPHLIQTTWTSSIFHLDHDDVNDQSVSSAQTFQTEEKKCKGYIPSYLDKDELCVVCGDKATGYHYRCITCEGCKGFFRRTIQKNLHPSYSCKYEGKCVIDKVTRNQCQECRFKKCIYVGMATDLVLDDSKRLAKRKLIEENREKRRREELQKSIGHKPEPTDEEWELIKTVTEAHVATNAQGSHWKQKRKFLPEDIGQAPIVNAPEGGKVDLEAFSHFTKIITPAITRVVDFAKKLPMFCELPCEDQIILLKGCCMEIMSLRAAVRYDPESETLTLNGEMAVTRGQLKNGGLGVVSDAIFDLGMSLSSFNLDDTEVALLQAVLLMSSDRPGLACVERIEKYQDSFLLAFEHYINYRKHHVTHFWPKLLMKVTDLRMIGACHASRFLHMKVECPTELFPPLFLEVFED
#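 Fluorescence polarization of 20 nM Texas Red SRC2 peptide (20-aa NR interaction domain) bound to 0.6 uM human TRb ligand-binding domain, with 1 uM T3, after 5 hr at ambient temperature; inhibition seen as decreased polarization.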
# TexasRed fluor = Texas Red fluorescence interference in TRb-SRC2 counter-screen. TRb/SRC2 Texas Red total fluorescence interference. Potency, µM (doses to about 106 µM), inactives show at the top dose fluorescence change, negative = quenching. hit rate 0.29% among 280,000. AID 1479; active means well fitted curve in either direction with a large enough effect
#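 Human TRβ ligand-binding domain (0.6 uM) and Texas Red SRC2 peptide (20 nM) in Tris buffer with 1 uM T3 and 5% DMSO were incubated with pinned compound for 5 hr at ambient temperature. Total fluorescence was computed as S + 2P (555/632 nm).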
# RECQ1 helicase = blocks DNA unwinding by human RECQ1. RECQ1 DNA unwinding, red fluorescence kinetic read. hit rate 0.54% among 240,000. P46063. Potency, µM (series often up to 57.3 µM), for inactives: at the highest dose activity, negative = inhibition, actives largely listed as inhibitors;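 further: plate controls were vehicle for no effect and no enzyme for full effect; nearly all actives have a fitted effect of over 30% in size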
# Target sequence (P46063 whole entry, looked up): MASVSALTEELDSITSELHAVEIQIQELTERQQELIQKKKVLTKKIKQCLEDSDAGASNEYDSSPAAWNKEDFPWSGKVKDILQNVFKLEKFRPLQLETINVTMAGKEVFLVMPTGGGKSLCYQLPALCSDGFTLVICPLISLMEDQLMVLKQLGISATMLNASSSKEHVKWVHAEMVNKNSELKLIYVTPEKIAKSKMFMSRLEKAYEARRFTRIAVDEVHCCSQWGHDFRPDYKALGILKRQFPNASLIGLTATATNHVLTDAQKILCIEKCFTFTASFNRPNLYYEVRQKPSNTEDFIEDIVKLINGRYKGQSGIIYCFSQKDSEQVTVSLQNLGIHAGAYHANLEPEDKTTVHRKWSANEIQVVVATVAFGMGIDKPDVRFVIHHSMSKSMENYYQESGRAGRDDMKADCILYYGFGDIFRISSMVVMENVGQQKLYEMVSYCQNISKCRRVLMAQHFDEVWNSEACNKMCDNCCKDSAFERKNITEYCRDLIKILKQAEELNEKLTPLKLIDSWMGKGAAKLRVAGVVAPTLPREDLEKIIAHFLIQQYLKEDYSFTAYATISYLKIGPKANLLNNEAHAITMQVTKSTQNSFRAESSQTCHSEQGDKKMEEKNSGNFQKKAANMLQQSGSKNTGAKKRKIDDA
#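 50 nM RECQ1T1 preincubated 15 min with compound in Tris pH 8.0 buffer with MgCl2, DTT, Tween-20 and 2.5 ug/ml poly(dI-dC); started with 200 nM TAMRA/BHQ-2 forked duplex and 2 mM ATP. Unwinding read as fluorescence (525/598 nm), two reads 2 h apart.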
# * = called active by the depositor; i = inactive; & = joins results of further samples. Unless noted, the call rests on the fitted dose curve; in most records, active means well fitted curve in the direction sought with a large enough effect; inconclusive means small, poorly fitted or top-dose-only effect, or another doubt; inactive means no such curve, though single readings can be large; an effect the other way counts as inactive or inconclusive. Unless noted, on the % scale 0 is the no-effect control and ±100 the full control effect; potency means the concentration at half of the fitted maximal effect. These rows are one share of the data; count on the stated rates, not on these rows.
SMILES,TRb-SRC2 inh,TexasRed fluor,RECQ1 helicase
O=C(O)C(Cc1ccc2c(c1)oc1ccccc12)NCP(=O)(O)O (stereo not drawn),8%,-2%,-10%
COc1cccc2c1N(C)C(=O)CC21C=CC(=O)C=C1,1%,0%,-10%
COC(=O)[C@H](C)[C@H](CC(C)C)NC(=O)[C@H](C)[C@H](CC(C)C)NC(=O)c1ccccn1,5%,0%,-3%
COc1ccccc1C1=Nn2c(nnc2-c2ccccc2O)SC1,-1%,-1%,8%
Cc1ccc(SCC(Cc2ccccc2)N2CCN(CCc3ccccc3)CCC2=O)cc1 (stereo not drawn),3%,-2%,-2%
C[C@H](NC(=O)CNC(=O)[C@@H](NC(=O)[C@H](Cc1ccccc1)NC(=O)CNC(=O)CNC(=O)[C@@H](N)Cc1ccccc1)[C@@H](C)O)C(=O)N[C@@H](CCCN=C(N)N)C(=O)N[C@@H](CCCCN)C(=O)N[C@@H](CO)C(=O)N[C@@H](C)C(=O)N[C@@H](CCCN=C(N)N)C(=O)N[C@@H](CCCCN)C(N)=O,0%,3%,10%
CNC(=O)C1(C(F)(F)F)C/C(=C\Cc2ccccc2)CCCO1 (stereo not drawn),2%,-1%,3%
COc1cc(OC)c2c(C)cc(=O)oc2c1C(CCN1CCCCC1)c1ccc(N(C)C)cc1 (stereo not drawn),-4%,1%,i
NCCCC[C@H](NC(=O)[C@@H]1CCCN1C(=O)[C@H](CO)NC(=O)[C@H](CC(=O)O)NC(=O)CNC(=O)[C@H](CCCN=C(N)N)NC(=O)CN)C(=O)O,1%,-5%,-11%
Oc1ccc(-c2c(-c3ccccc3)nn3c(C(F)(F)F)cc(C(F)(F)F)nc23)cc1,11%,0%,9%
CCN1C(C)=C(C(=O)OC(C)C)C(c2ccccc2Cl)C(C(=O)O)=C1C(=O)O (stereo not drawn),-1%,-3%,11%
CC(C)C[C@H](NC(=O)[C@H](CCCCN)NC(=O)[C@H](CCC(N)=O)NC(=O)[C@H](Cc1cnc[nH]1)NC(=O)[C@H](Cc1cnc[nH]1)NC(=O)[C@@H](N)C(C)C)C(=O)N[C@H](C(=O)N[C@@H](Cc1ccccc1)C(=O)N[C@@H](Cc1ccccc1)C(=O)N[C@@H](C)C(=O)N[C@@H](CCC(=O)O)C(=O)N[C@@H](CC(=O)O)C(=O)N[C@H](C(=O)NCC(=O)N[C@@H](CO)C(=O)N[C@@H](CC(N)=O)C(=O)N[C@@H](CCCCN)C(=O)O)C(C)C)C(C)C,7%,3%,10%
COc1ccc(C2/C=C\CN(C(=O)C3CCCC3)C(C)C(=O)N2Cc2ccc(F)cc2)cc1 (stereo not drawn),10%,0%,-7%
COc1cc(C(=O)O[C@@H]2CC3CC[C@]2(C)C3(C)C)ccc1O,-2%,-1%,1%
CC1CC=CC2C1C(=O)N(Cc1ccccc1)C2c1ccc2ccccc2c1 (stereo not drawn),2%,-2%,-11%
C=C1CCN(C(CC(C)C)C(=O)NCc2ccc(Cl)c(Cl)c2)S(=O)(=O)c2ccccc21 (stereo not drawn),-6%,-3%,i
C/C=C1\COC(C(=O)NC)(C(F)(F)F)C=C1C=C1CCCCC1 (stereo not drawn),-5%,1%,i
O=S1(=O)C2CC3C=CC2(CN1Cc1ccccc1)O3 (stereo not drawn),4%,1%,-11%
C/C(=C\COc1c2ccoc2cc2oc(=O)ccc12)CCC(O)C(C)(C)O (stereo not drawn),-1%,-6%,4%
COc1ccc(CCN2CCC[C@H](CN3CCc4cc(OC)c(OC)cc4CC3=O)C2)cc1OC,-3%,-24%,-8%
O=C(NCc1ccccn1)[C@]1(C(F)(F)F)C[C@H](CCc2ccccc2)CCCO1,1%,-3%,i
CSCC[C@H](NC(=O)[C@H](Cc1ccccc1)NC(=O)[C@H](Cc1cnc[nH]1)NC(=O)CNC(=O)[C@@H](NC(=O)[C@H](C)NC(=O)[C@H](Cc1c[nH]c2ccccc12)NC(=O)[C@H](CCC(N)=O)NC(=O)[C@@H]1CCCN1C(=O)[C@@H](NC(=O)[C@@H]1CCC(=O)N1)C(C)C)C(C)C)C(N)=O,1%,-4%,-5%
CC(=O)OCC(NC(=O)C1CCCN1C(=O)OC(C)(C)C)C1OC(n2ccc(=O)[nH]c2=O)C(OC(C)=O)C1OC(C)=O (stereo not drawn),-3%,1%,-5%
CCOC(=O)Cn1c(=O)sc2cccc(Cl)c21,-4%,-12%,5%
COC(=O)C1=C[C@@H](C(=O)OC)C2C3=C(C(=O)[C@]2(CC(C)C)NC(=O)c2ccccc2)[C@H](C)n2c(=O)n(C)c(=O)n2[C@@H]3C1 (stereo partly drawn),-5%,-1%,6%
CCC/C=C1\CCCOC(C(=O)NCc2ccccc2)(C(F)(F)F)C1 (stereo not drawn),-5%,-1%,-4%
C=C1CCN(C(CC(C)C)C(=O)NCc2ccc(Cl)cc2)S(=O)(=O)c2ccccc21 (stereo not drawn),2%,-1%,-12%
CC(C)(C)OC(=O)N1CC23CC(c4ccc(F)cc4)C(CC2S1(=O)=O)O3 (stereo not drawn),5%,0%,9%
N[C@@H](COC(c1cccc(F)c1)c1ccccc1OCc1ccccc1)C(=O)O (stereo partly drawn),-1%,-4%,-12%
CCc1c2c(nc3ccc4c(c13)OCCO4)-c1nc3ccccc3c(=O)n1C2,8%,-4%,9%
Cc1ccc(SCC(c2ccccc2)N2CCN(C)CCC2=O)cc1 (stereo not drawn),8%,-3%,4%
CC1CC=CC2C1C(=O)N(Cc1ccccc1)C2c1ccc(F)c(/C=C/c2ccccc2)c1 (stereo not drawn),9%,-1%,i
CCCC[C@@H]1CCCO[C@@](C(=O)NCCOC)(C(F)(F)F)C1,0%,-1%,i
CCOC(=O)N1C(C)CN(/[N+]([O-])=N/Oc2ccc([N+](=O)[O-])cc2[N+](=O)[O-])CC1C (stereo not drawn),-5%,-4%,6%
COc1cc(CN2CCN(CCCSc3cc(C(C)(C)C)c(O)c(C(C)(C)C)c3)CC2)cc(OC)c1OC,3%,2%,-20%
CC#CC(=O)Nc1cc2c(Nc3ccc(F)c(Cl)c3)ncnc2cn1,7%,3%,-28%
CC(C)[C@H](NC(=O)[C@H](CC(=O)O)NC(=O)CNC(=O)[C@@H](N)CCCN=C(N)N)C(=O)O,-2%,0%,-6%
c1nc2nc(Nc3ccc(N4CCOCC4)cc3)nc(NC3CCCCC3)c2[nH]1,3%,-11%,-19%
CNc1ccc(-c2nc3ccccc3s2)cc1,0%,-2%,-4%
CC1CC=CC2C1C(=O)N(Cc1ccccc1)C2c1ccc(-c2ccc(N(C)C)cc2)cc1F (stereo not drawn),2%,0%,1%
COC(=O)/C(=C\c1c(OC)cc(OC)cc1OC)C(=O)c1ccc2c(c1)OCO2,3%,1%,5%
COc1ccc(C2=Nn3c(nnc3-c3cc(OC)ccc3OC)SC2)c(OC)c1,-8%,-1%,-3%
O=c1c(-c2ccc(O)cc2)coc2cc(O[C@@H]3O[C@H](CO)[C@@H](O)[C@H](O)[C@H]3O)cc(O)c12,-6%,0%,8%
CN(C)c1ccc(-c2ccc(C3C4C=CCCC4(C)C(=O)N3Cc3ccccc3)c(F)c2)cc1 (stereo not drawn),6%,0%,-19%
C[C@H](NC(=O)Cc1cc(F)cc(F)c1)C(=O)N[C@@H](C(=O)OC(C)(C)C)c1ccccc1,-6%,-7%,-11%
COc1ccc(-c2ccc(F)cc2)cc1C1C2C=CCC(C)C2C(=O)N1Cc1ccccc1 (stereo not drawn),-8%,0%,i
CC(O)c1cccc2cc(C(O)CNC(C)(C)C)oc12 (stereo not drawn),-5%,2%,-15%
O=C(CCCC[C@@H]1SC[C@H]2NC(=O)N[C@H]12)Nc1ccc(C(=O)O)cc1,-2%,-20%,-9%
CC(=O)OCON[N+]([O-])=NC1CCCCC1,-3%,0%,11%
Cc1ccc(CNC(=O)[C@]2(C(F)(F)F)C[C@H](CCc3ccccc3)CCCO2)o1,-1%,-3%,i
COCCn1cnc2c1-c1ccc(OC)c(c1)OC/C=C\COc1cccc-2c1,-3%,-1%,-7%
CCC1(CC)C(=O)C2=C3C1[C@H](C(=O)OC)C=C(C(=O)OC)C[C@H]3n1c(=O)n(C)c(=O)n1[C@H]2C (stereo partly drawn),-8%,-1%,-7%
CC[C@H](C)[C@H](NC(=O)CNC(=O)[C@H](CC(C)C)NC(=O)[C@H](CC(C)C)NC(=O)[C@H](CCC(N)=O)NC(=O)[C@H](CCC(N)=O)NC(=O)[C@H](CC(=O)O)NC(=O)[C@H](CCCCN)NC(=O)[C@H](CC(C)C)NC(=O)[C@H](Cc1ccc(O)cc1)NC(=O)[C@H](CCCNC(=N)N)NC(=O)[C@H](CCC(=O)O)NC(=O)[C@@H](NC(=O)[C@H](C)NC(=O)[C@H](CC(C)C)NC(=O)[C@@H](NC(=O)[C@@H](N)CCCNC(=N)N)[C@@H](C)CC)C(C)C)C(=O)N[C@@H](Cc1c[nH]c2ccccc12)C(=O)NCC(=O)N[C@@H](CS)C(=O)N[C@@H](CO)C(=O)O,5%,-8%,-8%
COC(=O)C1=C[C@@H](C(=O)OC)C2C3=C(C(=O)[C@]2(CC(C)C)NC(=O)c2ccccc2)[C@H](C)n2c(=O)n(-c4ccccc4)c(=O)n2[C@@H]3C1 (stereo partly drawn),0%,0%,i
CCCCCc1cc(=O)oc2c(C(CCN3CCCC3)c3ccc4c(c3)OCO4)c(OC)cc(OC)c12 (stereo not drawn),-10%,-2%,i
C[C@@]12CCc3occc3[C@H]1CC[C@]13CC(=O)[C@@H](CC[C@H]12)C3,3%,-7%,-9%
CCCCCCCCCCN1CCOCCOCCN(CCCCCCCCCC)CCOCCOCC1,-5%,1%,-5%
COc1cccc(OC)c1-c1cc(C(=O)NC2(C(=O)O)C3CC4CC(C3)CC2C4)nn1-c1ccc(C(=O)N(C)CCCN(C)C)cc1C(C)C (stereo not drawn),4%,-13%,-9%
COc1cccc(C2=Nn3c(nnc3-c3ccc(OC)cc3OC)SC2)c1,-6%,-1%,6%
CCOC(=O)N1CCN(/[N+]([O-])=N/Oc2ccc([N+](=O)[O-])cc2[N+](=O)[O-])CC1,-2%&-1%,-7%&-1%,-14%&-10%
CCCN1CCC(=O)N(C(CSc2ccc(OC)cc2)Cc2ccccc2)CC1 (stereo not drawn),5%,-1%,-8%

# Of the compounds above, these contain a COOH group:
SMILES,TRb-SRC2 inh,TexasRed fluor,RECQ1 helicase
O=C(O)C(Cc1ccc2c(c1)oc1ccccc12)NCP(=O)(O)O (stereo not drawn),8%,-2%,-10%
NCCCC[C@H](NC(=O)[C@@H]1CCCN1C(=O)[C@H](CO)NC(=O)[C@H](CC(=O)O)NC(=O)CNC(=O)[C@H](CCCN=C(N)N)NC(=O)CN)C(=O)O,1%,-5%,-11%
CCN1C(C)=C(C(=O)OC(C)C)C(c2ccccc2Cl)C(C(=O)O)=C1C(=O)O (stereo not drawn),-1%,-3%,11%
CC(C)C[C@H](NC(=O)[C@H](CCCCN)NC(=O)[C@H](CCC(N)=O)NC(=O)[C@H](Cc1cnc[nH]1)NC(=O)[C@H](Cc1cnc[nH]1)NC(=O)[C@@H](N)C(C)C)C(=O)N[C@H](C(=O)N[C@@H](Cc1ccccc1)C(=O)N[C@@H](Cc1ccccc1)C(=O)N[C@@H](C)C(=O)N[C@@H](CCC(=O)O)C(=O)N[C@@H](CC(=O)O)C(=O)N[C@H](C(=O)NCC(=O)N[C@@H](CO)C(=O)N[C@@H](CC(N)=O)C(=O)N[C@@H](CCCCN)C(=O)O)C(C)C)C(C)C,7%,3%,10%
N[C@@H](COC(c1cccc(F)c1)c1ccccc1OCc1ccccc1)C(=O)O (stereo partly drawn),-1%,-4%,-12%
CC(C)[C@H](NC(=O)[C@H](CC(=O)O)NC(=O)CNC(=O)[C@@H](N)CCCN=C(N)N)C(=O)O,-2%,0%,-6%
O=C(CCCC[C@@H]1SC[C@H]2NC(=O)N[C@H]12)Nc1ccc(C(=O)O)cc1,-2%,-20%,-9%
CC[C@H](C)[C@H](NC(=O)CNC(=O)[C@H](CC(C)C)NC(=O)[C@H](CC(C)C)NC(=O)[C@H](CCC(N)=O)NC(=O)[C@H](CCC(N)=O)NC(=O)[C@H](CC(=O)O)NC(=O)[C@H](CCCCN)NC(=O)[C@H](CC(C)C)NC(=O)[C@H](Cc1ccc(O)cc1)NC(=O)[C@H](CCCNC(=N)N)NC(=O)[C@H](CCC(=O)O)NC(=O)[C@@H](NC(=O)[C@H](C)NC(=O)[C@H](CC(C)C)NC(=O)[C@@H](NC(=O)[C@@H](N)CCCNC(=N)N)[C@@H](C)CC)C(C)C)C(=O)N[C@@H](Cc1c[nH]c2ccccc12)C(=O)NCC(=O)N[C@@H](CS)C(=O)N[C@@H](CO)C(=O)O,5%,-8%,-8%
COc1cccc(OC)c1-c1cc(C(=O)NC2(C(=O)O)C3CC4CC(C3)CC2C4)nn1-c1ccc(C(=O)N(C)CCCN(C)C)cc1C(C)C (stereo not drawn),4%,-13%,-9%
